# PfHsp90 yeast 2 – growth inhibition of yeast expressing Plasmodium Hsp90; S. cerevisiae expressing PfHsp90, BacTiter-Glo ATP, 48 h; yeast lacking PDR1 and PDR3 efflux regulators; inhibition, % at 9.4 µM; actives 0.32% (n = 310,000);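 active = every replicate shows inhibition above about 80%, whatever the replicate mean, limit read from the data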;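 also: 0% = DMSO neutral controls and 100% = 20 µM radicicol positive controls; yeast relying on Plasmodium falciparum Hsp90 in place of its own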
# NSD2 HMT inh – NSD2 (human) methyltransferase inhibition | actives 0.54% (n = 310,000) | AID 743445 | inhibition, % at 12.5 µM | NSD2 peptide methylation, AlphaScreen, 120 min | O96028; in the data active = inhibition above about 50%
# RTF Ca sens act – cardiac RTF calcium sensitization | AID 493008 | activation, % at 7.2 µM | actives 0.24% (n = 340,000) | IANBD-labeled TnC RTF fluorescence at EC20 calcium; 0% EC20 calcium, 100% full calcium;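 active = activation above the mean over all tested compounds plus 3 SD, cut at about 30% in these data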;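 also: rise in fluorescence read as greater calcium sensitivity of cardiac thin filaments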
# dFosB act – activators of mouse delta FosB homodimer; purified delta FosB, TAMRA-CDK5 oligo fluorescence polarization; percent of positive-control signal above neutral wells; AID 493131; P13346; activation, % at 25 µM; actives 0.99% (n = 340,000);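 active = mean activation above about 17%, with every replicate also reaching it, limit read from the data, passing the limit was not always enough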;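 also: fluorescence polarization rise as delta FosB binds a TAMRA Cdk5 AP-1 oligo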
# Target sequence (P13346 whole entry, looked up): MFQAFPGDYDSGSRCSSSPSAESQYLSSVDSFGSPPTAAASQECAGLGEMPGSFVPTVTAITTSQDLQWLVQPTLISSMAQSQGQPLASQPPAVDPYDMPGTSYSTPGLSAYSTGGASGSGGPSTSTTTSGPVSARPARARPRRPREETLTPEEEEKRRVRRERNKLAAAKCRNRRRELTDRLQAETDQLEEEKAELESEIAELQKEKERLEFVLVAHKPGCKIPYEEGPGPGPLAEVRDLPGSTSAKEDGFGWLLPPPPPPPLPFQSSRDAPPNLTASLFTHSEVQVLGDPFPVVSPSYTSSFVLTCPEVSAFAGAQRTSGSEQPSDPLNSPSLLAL
# CDK5 p35 inh – blocks human CDK5/p35 kinase activity. Q00535+Q15078. Recombinant CDK5/p35, ADP-Glo luminescence, 60 min. inhibition, % at 10 µM. actives 0.01% (n = 330,000). AID 488839;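 active = highest replicate inhibition of at least 50% and at least 75% of replicates reaching 50%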;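 also: plate controls were DMSO neutral control for no effect and GW8510 at 10 µM for full effect; many of its hits are not listed in these tables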
# PvdQ acylase – blocks Pseudomonas aeruginosa PvdQ acylase activity; actives 0.063% (n = 340,000); AID 488965; purified PvdQ acylase, fluorescence plate reader; inhibition, % at 10 µM; in the data active = inhibition above about 30%, passing the limit was not always enough;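 also: 0% = vehicle neutral wells and 100% = reference inhibitor wells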
# Mot1-301 SUMO – inhibitors of SUMOylation pathway: yeast Mot1-301 growth rescue; S. cerevisiae Mot1-301 growth rescue, ATP luminescence, 38.5C; percent above DMSO median, 100 means doubled; growth rescue, % at 18.8 µM; actives 1% (n = 320,000);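 active = every valid replicate shows activation above 250% relative to neutral control wells; inactive = the rest, any valid replicate at or below 250%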;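 also: OY570 slx delta 5 strain wells were the positive control but not used for scaling; some compounds called inactive have numbers as strong as hits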
# Keap1 Nrf2 FP – Keap1-Nrf2 (human) interaction inhibition; inhibition, % at 9.4 µM; Keap1 Kelch-Nrf2 peptide fluorescence polarization, 1536-well; AID 504523; actives 0.15% (n = 340,000); in the data active = inhibition above about 12%;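 also: human Keap1 Kelch domain with fluorescein labeled Nrf2 9mer peptide probe; 0% = neutral control wells and 100% = peptide positive control; higher means more block of Keap1 binding to Nrf2 peptide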
# Target sequence (Q14145 whole entry, looked up, the tested form may be a part): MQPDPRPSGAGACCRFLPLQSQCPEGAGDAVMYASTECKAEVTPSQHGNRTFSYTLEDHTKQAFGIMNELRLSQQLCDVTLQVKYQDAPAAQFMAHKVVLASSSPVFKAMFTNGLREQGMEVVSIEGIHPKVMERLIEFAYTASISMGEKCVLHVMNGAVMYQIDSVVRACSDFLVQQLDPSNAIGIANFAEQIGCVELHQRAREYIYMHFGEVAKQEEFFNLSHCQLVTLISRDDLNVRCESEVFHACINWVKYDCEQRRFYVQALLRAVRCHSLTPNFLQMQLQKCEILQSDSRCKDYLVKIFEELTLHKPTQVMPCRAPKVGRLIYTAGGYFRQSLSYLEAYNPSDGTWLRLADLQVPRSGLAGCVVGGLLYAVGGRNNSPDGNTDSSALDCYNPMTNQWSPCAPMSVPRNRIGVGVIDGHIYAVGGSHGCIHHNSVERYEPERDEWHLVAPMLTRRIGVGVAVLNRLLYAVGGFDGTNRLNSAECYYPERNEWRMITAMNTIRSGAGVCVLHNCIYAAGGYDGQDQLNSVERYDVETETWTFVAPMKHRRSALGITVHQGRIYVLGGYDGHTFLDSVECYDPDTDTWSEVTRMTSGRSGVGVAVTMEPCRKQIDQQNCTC
# LANA DNA inh – inhibitors of KSHV LANA C-terminal domain DNA binding. MBP-C-LANA/FAM-LBS DNA binding, fluorescence polarization. inhibition, % at 9 µM. actives 0.078% (n = 340,000). AID 504423;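 active = highest replicate inhibition at or above 60% at 9 µM, even if other replicates fall short; inactive = all replicates below 60% inhibition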;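 also: 0% = neutral control wells and 100% = 4 µM acridine orange control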
# Cardiac RTF inh – cardiac RTF calcium desensitization; inhibition, % at 7.15 µM; IANBD-labeled cardiac RTF, Ca2+ fluorescence; actives 0.12% (n = 340,000); AID 493244;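 active = inhibition above the mean inhibition of all tested compounds plus 3 SD, cut at about 17% in these data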;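 also: assay run at fixed EC70 calcium of 1.6 mM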
# Rtt109 HAT inh – C. albicans Rtt109 histone acetyltransferase inhibition. Q5AAJ8. purified Rtt109/Vps75, ThioGlo CoA-SH fluorescence, 4 h. inhibition, % at 34.9 µM. actives 0.16% (n = 330,000);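 active = inhibition of at least 50% in every replicate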
# * marks the source's active call; other numbers are inactive results; x = no result given; & = joins results of further samples.
SMILES,PfHsp90 yeast 2,NSD2 HMT inh,RTF Ca sens act,dFosB act,CDK5 p35 inh,PvdQ acylase,Mot1-301 SUMO,Keap1 Nrf2 FP,LANA DNA inh,Cardiac RTF inh,Rtt109 HAT inh
COC(=O)c1ccc(NC(=O)CSc2nnc(CNc3ccc(F)cc3)n2C)cc1,19,-2,3,-12,-2.7,-10,-2,-5,-0.3,-4,11
CC(C)(C)NC(=O)C(c1cccnc1)N(C(=O)c1csnn1)c1ccccc1 (centres undefined),0,-5,-7,7,-5.2,-8,-13,2,0.3,-8,-8
O=C(c1cc(Cl)ccc1[N+](=O)[O-])N1CCc2ccccc2C1,-1,3,5,0,0.8,-12,4,-2,-1.6,-25,11
Cc1c(C)c2ccc(OC(C)C(=O)N3CC[C@@]4(O)CCCC[C@H]4C3)c(C)c2oc1=O (some centres undefined),26,x,7,-13,-0.4,-17,-14,-2,0.2,-5,6
CCc1ccc(OCC(=O)N(Cc2ccccc2)C2CCS(=O)(=O)C2)cc1 (centres undefined),8,-4,-3,-10,5.3,10,22,-1,-2.3,9,10
CCOC(=O)CNC(=O)CSc1nnc(-c2ccco2)n1N,x,-4,1,-2,-0.6,-13,4,-3,2.5,-4,8
Cc1ccc(OCC(=O)N/N=C/c2ccc([N+](=O)[O-])o2)cc1,6,-3,-4,0,-0.7,21,-42,-3,-0.1,3,12
S=c1cn[nH]c2ccccc12,3,3,1,1,1.7,-6,x,0,7.1,3,7
CC(=O)OC(C=C(C)C)C/C(C)=C/COc1c2ccoc2cc2oc(=O)ccc12 (centres undefined),4,x,-2,-13,-1.3,7,x,-8,-1.3,-9,3
O=C(CNC(=O)c1ccccc1F)NNC(=O)c1ccccc1O,7,-1,-3,2,2.4,2,-7,-3,-1.0,-16,-17
CN(C)C(=O)CSc1nnc(NC(=O)CCc2ccccc2)s1,-2,0,3,-3,-0.2,-16,11,-3,0.9,-12,-2
CCOC(=O)c1ccc(S(=O)(=O)N2CCN(CCC#N)CC2)cc1,x,x,-1,-4,2.5,-14,-12,2,0.1,-6,-7
CCCC(=O)NCC(c1cccs1)S(=O)(=O)c1ccc(Cl)cc1 (centres undefined),-30,-3,3,-10,1.7,-17,-6,-1,0.1,-7,4
O=C1C=C(c2ccc(-c3ccccc3)c(F)c2)C[C@@H](c2ccc3c(c2)OCO3)C1,12,x,-3,-7,0.2,-15,1,3,0.3,7,-2
Cc1cccc(NC(=O)N(C)Cc2cccs2)c1,-4,2,3,0,-2.1,-13,77,-2,3.2,-11,-9
COC(=O)C1=C(C(=O)OC)[N+]2=C3N(C(=O)NC2(C)C)[C@H](CO)C[C@@]32c3ccccc3N(Cc3ccccc3)[C@@H]12,22,x,0,-3,-3.4,-15,-12,-7,-3.4,-2,4
CCCC(C)NC(=O)COc1ccc(Sc2ccc(OCC(=O)NC(C)CCC)cc2)cc1 (centres undefined),-17,-2,5,-3,0.1,-2,x,1,0.6,6,1
CCOC(=O)C1CCCN(C(=O)CCNS(=O)(=O)c2cc(Br)cnc2N)C1 (centres undefined),12,-6,-15,-5,2.9,-7,5,1,2.8,-3,0
CCCSc1sc(C(=O)OC)c(-c2cccs2)c1C#N,24,-1,x,-4,-1.5,-10,-9,0,-2.3,x,-4
CCOC(=O)CC1COCCN1Cc1cn[nH]c1-c1ccc2c(c1)OCO2 (centres undefined),x,3,10,4,0.3,-13,109,-4,1.0,-10,-17

# Rewritten bar-delimited: 3 of the compounds above
Structure | PfHsp90 yeast 2 | NSD2 HMT inh | RTF Ca sens act | dFosB act | CDK5 p35 inh | PvdQ acylase | Mot1-301 SUMO | Keap1 Nrf2 FP | LANA DNA inh | Cardiac RTF inh | Rtt109 HAT inh
CCCC(=O)NCC(c1cccs1)S(=O)(=O)c1ccc(Cl)cc1 (centres undefined) | -30 | -3 | 3 | -10 | 1.7 | -17 | -6 | -1 | 0.1 | -7 | 4
O=C1C=C(c2ccc(-c3ccccc3)c(F)c2)C[C@@H](c2ccc3c(c2)OCO3)C1 | 12 | x | -3 | -7 | 0.2 | -15 | 1 | 3 | 0.3 | 7 | -2
Cc1cccc(NC(=O)N(C)Cc2cccs2)c1 | -4 | 2 | 3 | 0 | -2.1 | -13 | 77 | -2 | 3.2 | -11 | -9

# (listing goes on)
SMILES,PfHsp90 yeast 2,NSD2 HMT inh,RTF Ca sens act,dFosB act,CDK5 p35 inh,PvdQ acylase,Mot1-301 SUMO,Keap1 Nrf2 FP,LANA DNA inh,Cardiac RTF inh,Rtt109 HAT inh
O=C(CN1CCN(c2ccccn2)CC1)Nc1ccc([N+](=O)[O-])cc1C(=O)Nc1ccccc1F,-17,2,3,-6,-3.4,11,1,0,0.2,-11,-1
Cc1ccc(N2CN=C3SCC(=O)N3C2)cc1C,-27,-2,-10,-6,1.0,-8,-7,3,0.0,-18,3
C=CCc1c(OC)ccc2c1c(S(=O)(=O)c1ccc(C)cc1)cn2COC,23,2,-6,-4,-2.1,-2,41,0,2.1,3,5
CN(C)c1ccc(C(=O)C(O)c2ccccc2Cl)cc1 (centres undefined),-12,-2,-1,-6,1.8,8,x,-1,-0.6,1,-4
CC(CN1CCCC1)OC(=O)c1ccc(F)cc1 (centres undefined),-1,3,-3,-5,-2.1,1,-1,0,-1.0,0,-3
O=C(CN1CCN(S(=O)(=O)c2ccc(Br)cc2)CC1)N/N=C/c1ccco1,-6,8,-3,-6,3.0,-2,-6,-2,-0.4,3,7
Cc1ccc(C(=O)Nc2nnc(NC(=S)Nc3ccccc3)s2)cc1,-6,-5,-2,2,0.3,-10,0,-2,0.2,2,-6
COc1cc(Cl)c(S(=O)(=O)NCCCN2CCOCC2)cc1Cl,-14,1,14,-14,-1.1,-16,15,-6,-0.7,-13,-7
CCCCOc1ccc(/C=c2\sc3ncnn3c2=O)cc1,-11,1,-4,-5,0.1,1,7,-2,-0.3,1,7
O=C1CC(c2ccccc2)Sc2nc3ccccc3n21 (centres undefined),15,0,7,-8,-8.5,-22,238,-6,0.2,-3,3
O=C(Oc1ccc(-c2cnc3ccccc3n2)cc1)c1ccc(Cl)c([N+](=O)[O-])c1,-9,-1,5,-9,-0.7,-14,x,-2,-0.4,6,8
Cc1cccc(C(=O)NNC(=O)CSc2nnc(C3CC3)n2C)c1,-5,14,-5,-5,2.9,10,4,-2,0.4,-3,8
O=C1c2cccc([N+](=O)[O-])c2C(=O)N1C1CCCCC1,-19,x,-1,6,1.2,-7,10,0,-0.2,8,-5
CCOC(=O)c1c(C)[nH]c(C(=O)OCC(=O)N2c3ccccc3CC2C)c1C (centres undefined),3,x,-2,0,-0.1,-13,-18,-7,0.3,-6,x
COc1ccc(CCNS(=O)(=O)c2ccc(OC)cc2)cc1,x,-1,10,-7,0.6,-9,33,1,1.1,-4,-5
CCCCC(=O)Nc1nc(C)c(-c2csc(Nc3ccccc3OC)n2)s1,x,x,4,-15,0.8,-9,-1,-5,0.2,-4,7
Cc1ccc(NC(=O)Nc2ccc3c(c2)N(C)C(=O)CS3)cc1C,-6,x,0,0,1.2,-18,-19,-9,-0.8,-4,1
O=C(O)C1C2C=CC(C2)C1C(=O)NC(c1ccccc1)c1ccccc1 (centres undefined),15,5,0,7,1.2,-8,-14,0,1.1,1,-5
CS(=O)(=O)N1CCCC(C(=O)NCc2ccc(F)cc2Cl)C1 (centres undefined),1,0,-1,0,-3.1,-7,352,1,0.0,-13,3
C[C@@H]1CC=C[C@@H]2[C@H]1C(=O)N(Cc1ccccc1)[C@H]2c1cccc(C#Cc2ccccc2)c1,2,x,0,-6,-0.8,-10,x,0,0.9,-3,15
Cc1ccccc1NC(=S)Nc1ccccc1,5,-1,-2,0,-0.7,-8,0,-2,2.9,1,1
CCC(c1nnc(SCC(=O)Nc2ccc(NC(C)=O)cc2)n1Cc1ccccc1)N(C)C (centres undefined),17,-4,-4,-10,0.4,-17,-10,-4,0.2,-2,-3
Cc1ccc(S(=O)(=O)N2CCOCC2)cc1C(=O)N1CCN(Cc2ccccc2)CC1,7,-2,1,-1,1.9,2,x,0,1.2,1,1
CC(C)C(=O)Nc1ccc2c(c1)nc(CCN1CCN(c3ccccc3)CC1)n2C,11,0,-4,2,0.9,-4,-8,-2,-0.9,-7,10
Cc1cccc(C(=O)Nc2sc(C(=O)N3CCCC3)c(C)c2C#N)c1,31,-2,-10,-8,0.6,-1,-8,0,0.5,8,-2
CC(=O)Nc1ccc(NC(=O)c2oc3cc(C)c(C)cc3c2C)cc1,5,x,1,-7,1.2,13,-12,2,-1.1,0,-12
COc1ccccc1-c1c(C(F)(F)F)oc2cc(OC(=O)c3ccc([N+](=O)[O-])cc3)ccc2c1=O,-38,-2,5,-1,-0.5,-6&1,13,-1,-4.4,13,8&-1
CCCCCCc1ccc(N2C[C@H](Cc3ccccc3)[C@@H](CC(=O)Nc3ccccc3)C2=O)cc1,5,x,-2,-4,0.5,4,15,-5,0.1,-4,12
CCN(CC)C(=O)CSc1nc2ncccc2[nH]1,-9,1,4,1,0.7,-12,-10,0,2.7,-3,0
Cc1c(NC(=O)c2cnn3cccnc23)c(=O)n(-c2ccccc2)n1C,2,-4,0,5,-0.4,-6,0,1,-1.4,-1,-14
Cc1ccc(C)c(NC(=O)CN(C)C(=O)c2ccccc2Cc2ccccc2)c1,x,0,-2,1,-7.6,-5,-9,-5,-0.3,-2,-3
CCOC(=O)C1CCCN(C(=O)Cc2c(C(=O)O)[nH]c3ccccc23)C1 (centres undefined),x,-1,1,4,0.1,-10,-9,1,0.8,-8,-4
Cc1nc2ccccc2c(=O)n1NC(=O)COc1ccccc1,1,-3,-5,5,-1.0,-3,-2,4,0.4,-4,-3
Cc1nnc(NCCN2CCOCC2)[nH]c1=O,x,2,-2,-2,-1.2,-16,-6,-2,0.8,-1,-8
COc1ccc(/C=C(/C#N)C(=O)Nc2cccc(C)c2C)cc1C(=O)O,-13,-3,0,6,-0.4,6,-4,-2,-0.5,-8,1
CCc1cccc(NS(=O)(=O)c2ccc(-n3cccn3)cc2)c1,1,x,-5,-6,-0.5,-16,-6,-6,0.4,-4,-7
COc1cc(S(=O)(=O)n2ccc(C)n2)ccc1Cl,-8,-1,7,1,1.1,-12,-7,-5,-2.1,-10,-2
CC(=O)c1ccccc1OCCCOc1cccc2cccnc12,-3,-1,0,-5,-0.4,-8,5,-3,-1.9,-3,0
c1cncc(CNc2ncn[nH]2)c1,7,-3,5,-5,-1.2,-9,7,0,-2.5,-7,-10
CCCNC(=O)Cn1c(=O)oc2cc(S(=O)(=O)N3CC(C)CC(C)C3)ccc21 (centres undefined),16,-4,1,-5,-0.8,-2,7,4,-0.1,-9,-4
COc1ccc(-c2[nH]ncc2/C=N\NC(=O)c2ccc(C(C)(C)C)cc2)cc1OC,3,0,-2,-9,-2.0,-4,5,2,2.0,2,1
Cn1ncc(Cl)c1C(=O)NC1C2CC3CC(C2)CC1C3 (centres undefined),3,-2,-6,5,-0.1,-18,15,-3,0.1,-7,1
Cc1cc2n(n1)C(c1ccsc1)Nc1ccccc1-2 (centres undefined),-53,2,2,-7,0.1,-16,3,-2,-1.2,-6,-2
